GLP1R ag: qHTS of GLP-1 Receptor Agonists; Glucagon-like peptide 1 receptor (Homo sapiens), P43220; HEK293 GLP-1R CRE-luciferase, luminescence, 4-6 h; cells express a hypersensitive GLP-1R form; Potency, µM (series often up to 45.6 µM), for inactives: at the top dose activation, actives largely listed as activators; 0.007% of 380,000 active; further: potency means the concentration at half of the fitted maximal effect; % of control where 0% means no effect
Target sequence (P43220 whole entry, looked up): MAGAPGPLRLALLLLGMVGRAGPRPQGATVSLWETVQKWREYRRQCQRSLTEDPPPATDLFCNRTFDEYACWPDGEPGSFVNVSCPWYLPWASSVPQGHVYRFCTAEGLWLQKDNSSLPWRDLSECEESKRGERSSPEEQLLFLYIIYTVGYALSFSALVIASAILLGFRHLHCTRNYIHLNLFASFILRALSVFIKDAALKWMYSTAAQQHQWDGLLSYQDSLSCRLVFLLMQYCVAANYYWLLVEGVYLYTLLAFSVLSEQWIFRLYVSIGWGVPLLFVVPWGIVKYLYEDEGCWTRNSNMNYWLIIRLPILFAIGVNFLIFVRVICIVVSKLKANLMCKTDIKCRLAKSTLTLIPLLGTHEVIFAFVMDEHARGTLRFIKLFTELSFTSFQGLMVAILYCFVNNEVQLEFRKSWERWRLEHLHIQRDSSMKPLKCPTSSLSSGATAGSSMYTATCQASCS
HT1080 IDH1KD tx: qHTS for induction of synthetic lethality in tumor cells producing 2HG: qHTS for the HT-1080-IDH1KD cell line | HT-1080 IDH1 knockdown viability, ATP luminescence, 48 h | Potency, µM (titrated, usually from 46.1 µM), for inactives: at the top dose activity, negative = toxicity, actives largely listed as cytotoxic | 2% of 360,000 active;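 further: potency means the concentration at half of the fitted maximal effect; 0% = DMSO wells and -100% = cell-free medium wells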
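Using the IDH1-knockdown HT-1080 line run in the same batch and compound series as the NT line, viability after 48 h at 37 °C was determined by CellTiter-Glo luminescence and expressed as % activity.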
IL-1B inflam inh: qHTS for Inhibitors of Inflammasome Signaling: IL-1-beta AlphaLISA Primary Screen; THP-1 LPS/ATP IL-1B secretion, AlphaLISA, 16 h; hits give low values; activity change, % at 57.5 µM; 4.7% of 360,000 active; AID 743279, 2014; in the data active means activity change below about -50%; inconclusive means mostly about -30% to -49%; further: on the % scale 0 is the no-effect control and ±100 the full control effect
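Secreted IL-1B measured by AlphaLISA bead assay after 16 h compound exposure of THP-1 cells; compounds (final up to 57.5 uM) added 1 h before LPS (250 ng/mL) and ATP (1.25 mM) stimulation; lower signal means less secretion.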
SW480 rerep: A quantitative high throughput screen for small molecules that induce DNA re-replication in SW480 colon adenocarcinoma cells. 1.8% of 340,000 active. SW480 DNA re-replication, Hoechst DNA content imaging, 48 h. Potency, µM (doses to about 46.1 µM), inactives show at the highest dose re-replication activation, hits mostly activators; further: potency means the concentration at half of the fitted maximal effect; % of control where 0% means no effect; nearly all actives have a fitted effect of over 55% in size
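DNA re-replication was detected as more nuclei of elevated Hoechst intensity after 48 hr exposure to compound (23 nL pinned per well of 250 cells).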
D3 ag: qHTS of D3 Dopamine Receptor Agonist: qHTS; D3R DiscoveRx beta-arrestin cells, luminescence, 90 min; max activation, %; AID 652048, 2013; D(3) dopamine receptor (Homo sapiens), P35462; 0.58% of 410,000 active; in the data active means max activation above about 30%; further: 0% is about no effect; mostly tested at two doses, the higher about 12 µM
Target sequence (P35462 whole entry, looked up): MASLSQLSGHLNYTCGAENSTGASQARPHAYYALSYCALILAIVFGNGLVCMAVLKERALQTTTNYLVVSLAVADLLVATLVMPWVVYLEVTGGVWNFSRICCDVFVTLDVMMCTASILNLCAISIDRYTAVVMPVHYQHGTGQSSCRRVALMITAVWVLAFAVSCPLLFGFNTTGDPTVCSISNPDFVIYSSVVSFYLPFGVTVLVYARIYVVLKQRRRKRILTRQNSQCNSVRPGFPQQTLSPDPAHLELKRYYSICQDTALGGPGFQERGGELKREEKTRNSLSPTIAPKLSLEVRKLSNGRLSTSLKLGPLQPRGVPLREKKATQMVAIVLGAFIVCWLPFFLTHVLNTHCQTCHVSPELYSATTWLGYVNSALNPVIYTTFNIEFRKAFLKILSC
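Agonist mode: compounds and dopamine controls were applied to plated cells for 90 min at 37 degrees C after an overnight attachment at 1500 cells/well. Luminescent read-out followed 30 - 60 minutes at room temperature with DiscoveRx detection reagent.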
HT1080-NT tox: qHTS for induction of synthetic lethality in tumor cells producing 2HG: qHTS for the HT-1080-NT fibrosarcoma cell line | Potency, µM (titrated, usually from 46.1 µM), for inactives: top-dose activity, negative = less viability, usual class: cytotoxic | HT-1080-NT fibrosarcoma viability, CellTiter-Glo ATP luminescence, 48 h | AID 686970, 2013 | 1.6% of 360,000 active;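 further: NT is the 2HG producing partner of a matched IDH1 knockdown line; potency means the concentration at half of the fitted maximal effect; 0% = DMSO-treated cells and -100% = media-only wells without cells; nearly all actives have a fitted effect of over 55% in size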
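Compounds were tested in concentration-response format on HT-1080-NT cells for 48 hours at 37 degrees C. Cell viability came from CellTiter-Glo luminescence; curves were classified by r2, response magnitude and activity.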
D3 antag: qHTS of D3 Dopamine Receptor Antagonist: qHTS. 2.5% of 360,000 active. max response, negative = inhibition, %. D3R cells, DiscoveRx beta-arrestin luminescence, antagonist mode; hits give low values. D(3) dopamine receptor (Homo sapiens), P35462; in the data active means max response below about -50%; inconclusive means no clear call, values can overlap the other calls; further: on the % scale 0 is the no-effect control and ±100 the full control effect; mostly tested at two doses, the higher about 12 µM
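Cells plated overnight at 1500 cells/well, then exposed to library compounds with dopamine controls for 90 minutes at 37 degrees C. DiscoveRx reagent added for 30–60 minutes at room temperature; luminescence read, quantitative HTS format.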
KB-V1 cytotox: qHTS assay for MDR1-selective chemotherapeutics: Primary screen using the drug-selected MDR subline cells KB-V1; Potency, µM (doses to about 46.1 µM), without a hit: at the highest dose activity change, negative = cytotoxicity, usual class: cytotoxic; KB-V1 MDR cells viability, CellTiter-Glo, 72 h; AID 1347076, 2019; 3.4% of 400,000 active; further: potency means the concentration at half of the fitted maximal effect; on the % scale 0 is the no-effect control and ±100 the full control effect; nearly all actives have a fitted effect of over 60% in size
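KB-V1 MDR subline cells in DMEM (phenol-red free, 10% FBS) exposed to compounds in qHTS concentration series for 72 h at 37 degrees C. Viability read by CellTiter-Glo luminescence; concentration-effect curves fitted after normalization and correction.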
KB-3-1 tox: qHTS assay for MDR1-selective chemotherapeutics: Primary screen using the parental adenocarcinoma cell KB-3-1; 1.4% of 400,000 active; KB-3-1 viability, CellTiter-Glo ATP luminescence, 72 h; AID 1347075, 2019; Potency, µM (doses to about 46.1 µM), for inactives: at the highest dose activity change, negative = cytotoxic, actives largely listed as cytotoxic; further: potency means the concentration at half of the fitted maximal effect; on the % scale 0 is the no-effect control and ±100 the full control effect; nearly all actives have a fitted effect of over 60% in size
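Using CellTiter-Glo luminescence, growth of non-resistant KB-3-1 adenocarcinoma cells is assessed 72 h after pin-tool compound addition at 37 °C. Normalized responses across the concentration series yield fitted curves.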
* marks the source's active call; other numbers are inactive results; ? = inconclusive; . = not tested or not shown; & = joins results of further samples; [ ] = remark or other dose. Unless noted, the call rests on the fitted dose curve; in most records, active means well fitted curve in the direction sought with a large enough effect; inconclusive means small, poorly fitted or top-dose-only effect, or another doubt; inactive means no such curve, though single readings can be large; an effect the other way counts as inactive or inconclusive.

No. | SMILES | GLP1R ag | HT1080 IDH1KD tx | IL-1B inflam inh | SW480 rerep | D3 ag
1 | C=CCNC(=O)N1CCC(n2nccc2NC(=O)CCCc2ccccc2)CC1 | -1% | 2% | -2 | 5% | -10
2 | C/C(=N\NC(=O)c1cccc(N/N=C(\C)c2ccco2)c1)c1ccco1 | -3% | 3% | 5 | -2% | 2
3 | O=C(Oc1ccccc1)c1cccc(N2C(=O)CCC2=O)c1 | -1% | 16% | 29 | -9% | 1
4 | COC(=O)c1ccc(Cn2nc(-c3ccc(C)c(C)c3)ccc2=O)cc1 | 5% | -5% | 8 | 3% | -8&19
5 | O=C(O)c1ccccc1CSc1ncccc1C(=O)O | ? | -6% | 9 | -2% | 3
6 | Cc1ccc(C(=O)NCC(=O)OC(C)C(=O)Nc2ccccc2[N+](=O)[O-])s1 (configuration not stated) | 6% | 9% | 21 | 1% | 5
7 | CC(=O)OCC1OC(n2ncc(=O)n(Cc3ccccc3)c2=O)C(OC(C)=O)C1OC(C)=O (configuration not stated) | 7% | 14% | 27 | -4% | 0
8 | CCc1nc2ccc(C(=O)NCc3ccc(OC)cc3)cn2c1N(C)Cc1ccc(OC)cc1 | 4% | -13% | -11 | . | 5
9 | COC(=O)CSc1nc(N)c(C#N)c(-c2ccco2)c1C#N | 12% | -29% | -6 | 0% | 4
10 | O=C(Nc1cc(-c2nc3ccccc3o2)ccc1Cl)c1cc([N+](=O)[O-])ccc1N1CCOCC1 | 1% | . | . | . | 7

No. | HT1080-NT tox | D3 antag | KB-V1 cytotox | KB-3-1 tox
1 | -2% | 6 | 0% | 23%
2 | 4% | -19 | ? | 9%
3 | 0% | 18 | 6% | 1%
4 | 1% | -21 | -5%&8% | -6%&-18%
5 | 0% | 17 | 0% | 6%
6 | 11% | 5 | 4% | 0%
7 | 8% | 5 | -10% | 0%
8 | -8% | 9 | -5% | 0%
9 | -7% | 0 | 15% | 0%
10 | . | . | ? | -1%

Part of the list above in another layout.
The line under a structure holds: GLP1R ag	HT1080 IDH1KD tx	IL-1B inflam inh	SW480 rerep	D3 ag	HT1080-NT tox	D3 antag	KB-V1 cytotox	KB-3-1 tox
#10 O=C(Nc1cc(-c2nc3ccccc3o2)ccc1Cl)c1cc([N+](=O)[O-])ccc1N1CCOCC1
    1%	.	.	.	7	.	.	?	-1%
#1 C=CCNC(=O)N1CCC(n2nccc2NC(=O)CCCc2ccccc2)CC1
    -1%	2%	-2	5%	-10	-2%	6	0%	23%
#5 O=C(O)c1ccccc1CSc1ncccc1C(=O)O
    ?	-6%	9	-2%	3	0%	17	0%	6%
#6 Cc1ccc(C(=O)NCC(=O)OC(C)C(=O)Nc2ccccc2[N+](=O)[O-])s1 (configuration not stated)
    6%	9%	21	1%	5	11%	5	4%	0%
#7 CC(=O)OCC1OC(n2ncc(=O)n(Cc3ccccc3)c2=O)C(OC(C)=O)C1OC(C)=O (configuration not stated)
    7%	14%	27	-4%	0	8%	5	-10%	0%
#4 COC(=O)c1ccc(Cn2nc(-c3ccc(C)c(C)c3)ccc2=O)cc1
    5%	-5%	8	3%	-8&19	1%	-21	-5%&8%	-6%&-18%

Additional structures:
No. | SMILES | GLP1R ag | HT1080 IDH1KD tx | IL-1B inflam inh | SW480 rerep | D3 ag
11 | COc1ccccc1OCc1nnc(SCC(=O)NCc2ccco2)n1Cc1ccco1 | 0% | 22% | 0 | 6% | 10
12 | Cc1cc(C)c(C)c(OCCOCCN2CCOCC2)c1 | -12% | -17% | -4 | 14% | -31
13 | CC(=O)c1ccc(S(=O)(=O)N(C)CC(=O)Nc2cccc(S(=O)(=O)N3CCCC3)c2)cc1 | 5% | -4% | 42 | 18% | 0
14 | O=[N+]([O-])c1ccc2c(c1)nc1n2CCN(C2CCCCC2)C1 | 4% | 14% | -8 | 1% | -8
15 | COC(=O)c1c(N2C(=O)[C@H]3[C@@H](C2=O)[C@]2(C(=O)Nc4c(C)cc(C)cc42)N2CCC[C@@H]32)sc(C)c1C | 14% | ? | -9 | 7% | -4
16 | C=CC[C@@H](Cc1ccc(F)cc1)C(=O)OC[C@@H]1CCCN1C(=O)[C@@H](CC=C)CC(=O)NCCO | 3% | 7% | 8 | -6% | 3
17 | CC1(C)CC(=O)c2sc(NS(=O)(=O)c3ccc(F)cc3)nc2C1 | 0% | 13% | 3 | -3% | 4
18 | O=C(CN(C(=O)CCC(=O)Nc1nccs1)c1ccc(F)cc1)NCC1CCCO1 (configuration not stated) | 5% | 0%[9.24 µM] | -8 | 1% | -10
19 | COC(=O)C1=C(C(=O)OC)N2C=CC=CC2(C)C(C(=O)OC)=C1C(=O)OC (configuration not stated) | -7% | 7% | 2 | -57%[inhibitor] | 0
20 | COc1cccc(NC(=O)CC2(CC(=O)O)CCCC2)c1 | -2% | 0% | 13 | -1% | 2

No. | HT1080-NT tox | D3 antag | KB-V1 cytotox | KB-3-1 tox
11 | 5% | 8 | ? | 24%
12 | 0% | ? | -24% | -9%
13 | 1% | 31 | 3% | 21%
14 | 5% | -22 | ? | -7%
15 | -23% | ? | 5% | 18%
16 | 0% | -12 | 14% | 7%
17 | 1% | -5 | 1% | 2%
18 | 1% | 0 | -16% | -3%
19 | 12% | 0 | ? | ?
20 | 6% | 13 | 1% | -1%

The list goes on:
No. | SMILES | GLP1R ag | HT1080 IDH1KD tx | IL-1B inflam inh | SW480 rerep | D3 ag
21 | Cc1ccc(C(=O)NCCc2ccncc2)cc1 | -15% | 15% | 9 | -6% | -1
22 | CC1CCCCC1NC(=O)CCNS(=O)(=O)c1ccc(Cl)cc1 (configuration not stated) | 9% | 6% | 5 | -11% | 5
23 | COc1ccc2oc(C)c(C(=O)c3ccc([N+](=O)[O-])cc3)c2c1 | 10% | 8% | -14 | -20% | 13
24 | O=Nc1nc2ncccn2c1-c1ccccc1 | -5% | 12µM* | -84* | 9.2µM* | -14
25 | CCn1ccnc1CN(C)Cc1c(C(=O)N2C[C@@H](C)O[C@@H](C)C2)nc2ccc(Cl)cn12 | 2% | 3% | 18 | -3% | -7
26 | CC1CN(c2ccccc2)C(=O)CS1 (configuration not stated) | -14% | 18% | 4 | -8% | -4
27 | CCOc1ccc2nc(NCCNC(=O)CC)c(C#N)cc2c1 | 7% | 2% | -4 | ? | 1
28 | COc1ccccc1-c1nnc(C2CCN(S(=O)(=O)c3ccc([N+](=O)[O-])cc3)CC2)o1 | -5% | 11% | 18 | -30%[inhibitor] | -2
29 | Cc1ccc(O)c(-c2cc(C(F)(F)C(F)F)[nH]n2)c1 | 7% | ? | -8 | 1% | 3
30 | COc1ccc(NC(=O)CC2C(=O)N(c3ccc(OC)cc3)C(=O)N2C(C)C)cc1 (configuration not stated) | 11% | 2% | 7 | -10% | 3

No. | HT1080-NT tox | D3 antag | KB-V1 cytotox | KB-3-1 tox
21 | 13% | 17 | 1% | 5%
22 | -8% | 18 | -14% | 7%
23 | 1% | 4 | 15µM* | ?
24 | -1% | -57* | ? | 22%
25 | 10% | -6 | 16% | 0%
26 | 18% | -20 | 7% | 3%
27 | 18% | 18 | ? | 16%
28 | 2% | -6 | -7% | -4%
29 | -22% | 23 | 1% | -9%
30 | 11% | -15 | -4% | 19%

(cont.)
No. | SMILES | GLP1R ag | HT1080 IDH1KD tx | IL-1B inflam inh | SW480 rerep | D3 ag
31 | Cc1noc(C(=O)N2CCN(c3ccccc3)CC2)c1Cl | -2% | 16% | 14 | -6% | 2
32 | CCCCN(CCCC)S(=O)(=O)c1ccc(C(=O)Nc2nnc(COC)o2)cc1 | -7% | 12µM* | 30 | ? | -1
33 | C[C@H](CO)N1C[C@H](C)[C@@H](CN(C)Cc2ccc(C(=O)O)cc2)Oc2ccc(NS(=O)(=O)c3cn(C)cn3)cc2C1=O | -4% | 4% | 0 | -17% | -10
34 | CCCc1nnc(NC(=O)Cn2c(=O)oc3ccccc32)s1 | 1% | 6% | 8 | -9% | -1
35 | COc1ccc2nc(N3CCN(C(=O)C4COc5ccccc5O4)CC3)sc2c1 (configuration not stated) | -3% | -11% | -6 | -2% | 5
36 | O=C(CNC(=O)c1ccccc1F)OCC(=O)c1c[nH]c2ccccc12 | -14% | 8% | 28 | 0% | 3
37 | CC(C)(C)OC(=O)N1CCN(C(c2ccnc3ccccc23)c2nnnn2-c2ccc3c(c2)OCCO3)CC1 (configuration not stated) | 12% | ? | 6 | . | -8
38 | COc1cc(CCC(=O)OCC(=O)N2CC(=O)Nc3ccccc32)cc(OC)c1OC | 2% | 3% | 6 | -3% | 3
39 | CN(C)C(CNC(=O)c1ccc(-c2ccccc2)cc1)c1ccccc1 (configuration not stated) | 11% | 16µM* | -54* | ? | -21
40 | C1CCN(c2nc3nonc3nc2NCC2CCOCC2)CC1 | 4% | -1% | 2 | -1% | -5
41 | CC1CCN(C(=O)CSc2nnc(CNC(=O)c3ccco3)o2)CC1 | -5% | 2% | 21 | -2% | -8

No. | HT1080-NT tox | D3 antag | KB-V1 cytotox | KB-3-1 tox
31 | 24% | 14 | -12% | 7%
32 | ? | -93* | ? | ?
33 | ? | 18 | ? | 28%
34 | -1% | 9 | 13% | 14%
35 | -3% | 0 | ? | -7%
36 | 3% | 1 | -1% | 2%
37 | -11% | 0 | -7% | ?
38 | 8% | -7 | -5% | 10%
39 | 16µM* | -25 | -1% | -2%
40 | 1% | -6 | 6% | 0%
41 | -1% | -11 | -7% | -1%
